From PubChem
Pf Dd2 inh = inhibitors of Plasmodium falciparum Dd2 growth | P. falciparum Dd2 growth, SYBR Green, 72 h; hits give low values | activity change, % at 10 µM | hit rate 2.3% among 94,000; in the data active means activity change below about -80%
C diff growth = blocks growth of Clostridium difficile. Clostridium difficile clinical isolate growth, OD600, 24 h; hits give low values. growth activity, negative = inhibition, % at 16 µg/mL (by protocol). hit rate 0.25% among 86,000. AID 1259249;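 active means mean growth activity at or below -80% and every replicate also at or below -80%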;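 further: 0% = DMSO wells and -100% = levofloxacin 16 µg/mL wells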
GASC1 inh = inhibitors of human demethylase GASC-1 KDM4C; Q9H3R0; GST-KDM4C 2-372, H3K9me3 peptide, LANCE TR-FRET; inhibition, % at 12.5 µM; hit rate 0.15% among 96,000; AID 720574;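 active means mean replicate inhibition above about 25%, with at least 55% of replicates also reaching it, limit read from the data, passing the limit was not always enough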
Target sequence (Q9H3R0 2-372 limits assumed): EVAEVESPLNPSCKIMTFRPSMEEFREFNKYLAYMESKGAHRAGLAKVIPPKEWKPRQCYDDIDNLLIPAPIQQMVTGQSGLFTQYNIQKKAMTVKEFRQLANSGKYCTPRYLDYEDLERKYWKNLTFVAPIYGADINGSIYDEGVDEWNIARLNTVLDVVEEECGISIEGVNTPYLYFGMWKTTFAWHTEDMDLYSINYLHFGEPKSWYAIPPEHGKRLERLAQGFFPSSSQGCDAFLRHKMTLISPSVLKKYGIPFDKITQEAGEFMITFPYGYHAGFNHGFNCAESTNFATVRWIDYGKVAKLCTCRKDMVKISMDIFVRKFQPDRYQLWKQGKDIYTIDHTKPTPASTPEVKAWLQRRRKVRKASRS
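System – N-terminal GST-fused human GASC-1 (KDM4C) fragment, residues 2-372 · Input – enzyme final amount 10 nM · Technique – LANCE TR-FRET, Eu antibody, ULight-streptavidin, EDTA, ex 340 nm, em 618/671 nm · Medium – HEPES buffer, pH 7.5, plus ascorbate · Incubation – enzyme reaction 30 min, then detection 60 min, both room temperature · Reagent – H3K9me3 peptide with Fe(II)/2OG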
Tcruzi prolif = inhibitors of T. cruzi proliferation | T. cruzi beta-gal in NIH3T3, GalScreen luminescence, 90 h | inhibition, % at 8.34 µM | hit rate 5.9% among 77,000;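 active means mean inhibition above about 93%, with at least 55% of replicates each passing it, limit read from the data, passing the limit was not always enough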
* marks the source's active call; other numbers are inactive results; · = not tested or not shown; & = joins results of further samples. Random draw from the library; about 7.3% have a hit in one of these screens.

SMILES	Pf Dd2 inh	C diff growth	GASC1 inh	Tcruzi prolif
Cc1noc(C)c1NC(=O)Nc1ccc2c(c1)C(=O)N(C)[C@H]1CC[C@H](CC(=O)Nc3ccc4c(c3)CCCC4)O[C@@H]1CO2	-22	8	0.5	-6
CO[C@@H](CN(C)C(=O)c1cnccn1)[C@H](C)CN([C@@H](C)CO)S(=O)(=O)c1ccc(F)cc1	17	·	-0.9	-38
C[C@@H]1CN([C@@H](C)CO)C(=O)c2cc(NS(=O)(=O)c3ccc(Cl)cc3)ccc2O[C@@H](C)CCCCO[C@@H]1CN(C)S(=O)(=O)c1cn(C)cn1	-70	0	-0.4	-8
CC(C)CC#Cc1ccc2c(c1)O[C@H](CN(C)C(=O)NC(C)C)[C@@H](C)CN([C@H](C)CO)S2(=O)=O	-5	2	-1.3	85
C[C@@H]1CN([C@H](C)CO)C(=O)c2cc(NC(=O)Nc3ccc4c(c3)OCO4)ccc2O[C@@H](C)CCCCO[C@H]1CN(C)S(=O)(=O)c1ccc(F)cc1	-71	-7	1.2	74
Cc1noc(C)c1S(=O)(=O)Nc1ccc2c(c1)CC(=O)N([C@H](C)CO)C[C@H](C)[C@H](CN(C)CC1CCCCC1)O2	-3	-14	-0.9	1
O=C(C[C@H]1CC[C@@H](NC(=O)Nc2cccc(F)c2)[C@@H](CO)O1)NCC1CC1	9	·	2.0	37
CC(C)NC(=O)Nc1cccc2c1O[C@H](CN(C)S(=O)(=O)c1ccc(Cl)cc1)[C@H](C)CN([C@H](C)CO)C2=O	-2	-3	-0.9	·
O=C(C[C@@H]1C=C[C@@H](NC(=O)Cc2cccnc2)[C@H](CO)O1)NCc1ccc2c(c1)OCO2	6	·	-1.8	9
CN1c2ccc(-c3ccccc3)cc2[C@@H]2[C@@H](CCN2C(=O)c2cccc(F)c2)[C@@H]1CO	-71	17	3.6	86
O=C(c1ccccc1)N1CC(=O)N2[C@H](C1)[C@H](c1ccc(C#CCC3CCCC3)cc1)[C@@H]2CO	-44	29	-0.6	·
COc1ccc(S(=O)(=O)Nc2ccc3c(c2)C(=O)N([C@H](C)CO)C[C@@H](C)[C@H](CN(C)S(=O)(=O)c2cccs2)OCCCC[C@H](C)O3)cc1	-12	-18	-0.1	62
O=C(C[C@@H]1CC[C@@H](NC(=O)C2CCOCC2)[C@@H](CO)O1)Nc1ccc(-c2ccccc2)cc1	-10	0	-0.1	23
CCCC#Cc1ccc([C@H]2[C@H](CO)N3CCCCN(S(=O)(=O)CC)C[C@@H]23)cc1	2	3	-0.9	48
CCC(=O)N(C)C[C@@H]1Oc2cc(C#Cc3cccnc3)ccc2S(=O)(=O)N([C@@H](C)CO)C[C@H]1C	-13	-4	1.3	-8
Cc1ccc(-c2ccc([C@H]3[C@H](CO)N4CCCCN(C(=O)Nc5cccc(F)c5)C[C@@H]34)cc2)cc1	16	-99*	0.6	106*
C[C@H]1CN([C@@H](C)CO)C(=O)c2cccc(NC(=O)Nc3ccc(C(F)(F)F)cc3)c2O[C@@H]1CN(C)Cc1ccc(Oc2ccccc2)cc1	-33	5	5.9	127*
CCC(=O)N(CC1CCC1)C[C@@H]1[C@@H](c2ccccc2)[C@H](CO)N1C(C)=O	-1	-11	2.3	58
C[C@@H]1CCCCO[C@@H](CN(C)Cc2ccc(C(=O)O)cc2)[C@H](C)CN([C@H](C)CO)C(=O)c2cc(NC(=O)Nc3ccc4c(c3)OCO4)ccc2O1	36	1	2.7	-7
O=C(C1CCCCC1)N1CC(=O)N2[C@H](C1)[C@@H](c1ccc(C#CCc3ccccc3)cc1)[C@@H]2CO	-66	0	0.2	·
Cc1ccc(S(=O)(=O)N(C)C[C@H]2Oc3ccc(NC(=O)CCC(F)(F)F)cc3CC(=O)N([C@H](C)CO)C[C@@H]2C)cc1	-40	-5	4.7	-6
C[C@H](CO)N1C[C@H](C)[C@H](CN(C)C(=O)c2cnccn2)Oc2ncc(-c3cccc(F)c3)cc2C1=O	22	-6	-1.7	-159
O=C(C[C@H]1C=C[C@H](NC(=O)Nc2cc(F)ccc2F)[C@@H](CO)O1)NCCCN1CCOCC1	-6	·	1.8	66
O=C(NC[C@H]1N[C@H](CO)[C@@H]1c1ccc(-c2cncnc2)cc1)C1CC1	38	4	·	·
COc1ccc(-c2ccc3n(c2=O)C[C@@H]2[C@@H](CO)[C@H](C(=O)N(C)C)N(CC4CCOCC4)[C@H]32)cc1	6	1	13	10
C[C@H](CO)N1C[C@H](C)[C@@H](CN(C)S(=O)(=O)c2cccc(F)c2)Oc2ncc(Br)cc2C1=O	10	-1	0.9	-22
OC[C@H]1[C@@H](c2ccc(-c3ccccc3)cc2)[C@@H]2CN(CCC(F)(F)F)CCCCN12	-66	1	0.0	65
C[C@H](CO)N1C[C@H](C)[C@@H](CN(C)S(=O)(=O)c2cccs2)OCCCC[C@H](C)Oc2ccc(NC(=O)Cc3ccccc3)cc2C1=O	-29	4	-1.4	-2
CNC(=O)C[C@@H]1CC[C@@H]2[C@H](COc3ccc(NC(=O)Nc4ccccc4F)cc3C(=O)N2C)O1	-31	7	-0.4	38
CCCNC(=O)N1C[C@H](O)COC[C@@H]2O[C@H](CC(=O)N3CCOCC3)CC[C@H]21	7	·	0.4	3
CNC[C@@H]1Oc2cc(C#Cc3ccccc3F)ccc2S(=O)(=O)N([C@@H](C)CO)C[C@H]1C	-25	2	0.2	·
C[C@H](CO)N1C[C@H](C)[C@H](CN(C)S(=O)(=O)c2cccs2)Oc2ccc(NC(=O)C3CC3)cc2C1=O	38	-5	-1.1	17
Cc1noc(C)c1S(=O)(=O)N(C)C[C@H]1OCCCC[C@H](C)Oc2ccc(NC(=O)NC(C)C)cc2C(=O)N([C@H](C)CO)C[C@H]1C	-4	0	-0.2	49
CCCNC(=O)N1C[C@H](O)COC[C@H]2O[C@H](CC(=O)N3CCN(C)CC3)CC[C@@H]21	22	0&-1	1.3	39
C[C@@H](O)C#Cc1cnc2c(c1)C(=O)N([C@@H](C)CO)C[C@H](C)[C@@H](CN(C)C(=O)c1ccccc1)O2	-18	0	2.9	76
CO[C@H]1CN(C)C(=O)c2ccc(NS(=O)(=O)c3ccccc3)cc2OC[C@H](C)N(Cc2ccccn2)C[C@H]1C	-34	·	3.8	·
CCCNC(=O)C[C@H]1CC[C@H]2[C@@H](COC[C@H](O)CN2Cc2ccc(Cl)c(Cl)c2)O1	-5	4	1.8	-22
C[C@H](CO)N1C[C@H](C)[C@H](CN(C)C)Oc2cc(-c3cccc(C#N)c3)ccc2S1(=O)=O	14	-2	11	-124
C[C@H]1CN([C@@H](C)CO)C(=O)Cc2cc(NS(=O)(=O)c3ccc(F)cc3)ccc2O[C@H]1CN(C)Cc1ccc(-c2ccccc2)cc1	-7	·	-0.3	5
C[C@@H]1CN([C@H](C)CO)C(=O)CCCn2cc(nn2)CO[C@H]1CN(C)Cc1ccccc1C(F)(F)F	33	·	1.7	0

2 entries picked at random from those above:
SMILES	Pf Dd2 inh	C diff growth	GASC1 inh	Tcruzi prolif
CCCNC(=O)N1C[C@H](O)COC[C@H]2O[C@H](CC(=O)N3CCN(C)CC3)CC[C@@H]21	22	0&-1	1.3	39
C[C@@H]1CN([C@H](C)CO)C(=O)CCCn2cc(nn2)CO[C@H]1CN(C)Cc1ccccc1C(F)(F)F	33	·	1.7	0

Later entries.
SMILES	Pf Dd2 inh	C diff growth	GASC1 inh	Tcruzi prolif
CC(C)NC(=O)N(C)C[C@H]1Oc2ncc(-c3cncnc3)cc2C(=O)N([C@H](C)CO)C[C@H]1C	33	-1	-1.2	·
C[C@@H]1CN([C@H](C)CO)C(=O)c2cc(NC(=O)c3ccccc3)ccc2O[C@@H](C)CCCCO[C@@H]1CN(C)Cc1ccc(C(=O)O)cc1	22	1	9.6	39
C[C@H](CO)N1C[C@H](C)[C@@H](CN(C)C(=O)C2CCCCC2)OCCCC[C@H](C)Oc2ccc(NC(=O)Nc3ccc4c(c3)OCO4)cc2C1=O	5	-2	-0.1	111*
C[C@H](CO)N1C[C@H](C)[C@@H](CN(C)Cc2cccnc2)Oc2ncc(-c3ccc(C#N)cc3)cc2C1=O	24	-2	1.7	22
Cc1ccc(S(=O)(=O)N(C)C[C@@H]2OCCCC[C@@H](C)Oc3ccc(NS(=O)(=O)c4cccs4)cc3C(=O)N([C@@H](C)CO)C[C@@H]2C)cc1	-74	·	-0.6	103*
COCC#Cc1ccc([C@@H]2[C@@H](CO)N3CCCCN(S(=O)(=O)c4cccc(OC)c4)C[C@@H]23)cc1	9	-10	-1.1	70
C[C@H](CO)N1C[C@H](C)[C@@H](CN(C)C(=O)Nc2ccccc2)Oc2ncc(C3=CCCC3)cc2C1=O	-10	-2	1.0	-153
O=C(NCCN1CCCCC1)[C@@H]1N[C@@H]2c3ccc(-c4ccccc4)c(=O)n3C[C@@H]2[C@H]1CO	51	-2	0.5	·
O=C(C1CCOCC1)N1C[C@H]2[C@@H](c3ccccc31)[C@@H](CO)N2C(=O)Cc1ccccc1	5	-4	0.6	12
CCC(=O)N[C@@H]1CC[C@@H](CCn2cc(-c3cccc(OC)c3)nn2)O[C@H]1CO	-32	2	0.9	-11
CC(=O)N(C)C[C@@H]1Oc2cc(-c3cncnc3)ccc2S(=O)(=O)N([C@H](C)CO)C[C@@H]1C	-7	1	1.3	-6
C[C@@H]1CN([C@H](C)CO)C(=O)c2cc(NC(=O)CCCCCC(=O)Nc3ccccc3N)ccc2O[C@H]1CN(C)S(=O)(=O)c1ccc(F)cc1	15	-6	-2.1	·
C[C@H](O)C#Cc1cnc2c(c1)C(=O)N([C@@H](C)CO)C[C@@H](C)[C@H](CN(C)C(=O)Cc1ccccn1)O2	52	-7	0.8	4
CNC[C@@H]1Oc2c(NC(=O)Nc3ccc4c(c3)OCO4)cccc2C(=O)N([C@@H](C)CO)C[C@@H]1C	9	6	1.0	-5
COCC#Cc1ccc([C@H]2[C@@H](CO)N3C(=O)CN(C(=O)c4cccnc4)C[C@@H]23)cc1	13	11	-0.6	·
C[C@H]1CN([C@@H](C)CO)C(=O)Cc2cc(NC(=O)CCC(F)(F)F)ccc2O[C@H]1CN(C)Cc1ccc2c(c1)OCO2	12	0	0.0	14
C[C@@H]1CCCCO[C@H](CN(C)C(=O)CCC(F)(F)F)[C@H](C)CN([C@H](C)CO)C(=O)c2cc(NC(=O)Cc3ccccc3)ccc2O1	·	-7	-0.2	70
CN1C(=O)c2cc(NC(=O)Cc3ccccc3)ccc2OC[C@H]2O[C@@H](CC(=O)O)CC[C@H]21	6	6	-0.6	-1
CC(C)NC(=O)N(C)C[C@H]1OCCCC[C@H](C)Oc2ccc(NC(=O)Nc3ccc(C(F)(F)F)cc3)cc2C(=O)N([C@H](C)CO)C[C@@H]1C	-15	3	4.5	36
C[C@H](CO)N1C[C@H](C)[C@H](CN(C)Cc2ccc3c(c2)OCO3)Oc2ccc(NC(=O)Cc3ccccc3)cc2CC1=O	-28	-2	-0.1	106*

Profiles, looked up by structure. Values in the order: Pf Dd2 inh, C diff growth, GASC1 inh, Tcruzi prolif
Record of CC(=O)N(C)C[C@@H]1Oc2cc(-c3cncnc3)ccc2S(=O)(=O)N([C@H](C)CO)C[C@@H]1C → -7, 1, 1.3, -6
Record of C[C@H](CO)N1C[C@H](C)[C@@H](CN(C)C(=O)C2CCCCC2)OCCCC[C@H](C)Oc2ccc(NC(=O)Nc3ccc4c(c3)OCO4)cc2C1=O → 5, -2, -0.1, 111*
Record of C[C@H](O)C#Cc1cnc2c(c1)C(=O)N([C@@H](C)CO)C[C@@H](C)[C@H](CN(C)C(=O)Cc1ccccn1)O2 → 52, -7, 0.8, 4
Record of C[C@H](CO)N1C[C@H](C)[C@@H](CN(C)Cc2cccnc2)Oc2ncc(-c3ccc(C#N)cc3)cc2C1=O → 24, -2, 1.7, 22
Record of O=C(NCCN1CCCCC1)[C@@H]1N[C@@H]2c3ccc(-c4ccccc4)c(=O)n3C[C@@H]2[C@H]1CO → 51, -2, 0.5, ·

More records
SMILES	Pf Dd2 inh	C diff growth	GASC1 inh	Tcruzi prolif
CC(C)N(C[C@@H]1[C@@H](c2ccccc2)[C@@H](CO)N1S(C)(=O)=O)C(=O)CN(C)C	-2	17	1.0	-20
C[C@@H]1CN([C@@H](C)CO)S(=O)(=O)c2ccc(C#Cc3ccccc3F)cc2O[C@H]1CN(C)C(=O)Cc1ccccc1	-69	-17	-3.3	120*
C[C@@H]1CCCCO[C@H](CN(C)Cc2ccc(C(=O)O)cc2)[C@@H](C)CN([C@H](C)CO)C(=O)c2cc(NS(=O)(=O)c3ccc(Cl)cc3)ccc2O1	22	-3	-0.3	41
O=C(C[C@@H]1CC[C@@H]2[C@H](COC[C@@H](O)CN2C(=O)c2ccc3c(c2)OCO3)O1)NCCN1CCCC1	9	23	8.5	·
C[C@@H]1CN([C@@H](C)CO)C(=O)CCCn2cc(nn2)CO[C@@H]1CN(C)Cc1ccccc1C(F)(F)F	5	-1	-0.7	-11
C[C@@H]1CCCCO[C@H](CN(C)C)[C@@H](C)CN([C@@H](C)CO)C(=O)c2cc(NC(=O)CCC(F)(F)F)ccc2O1	31	-2	1.1	69
C[C@@H]1CN([C@H](C)CO)C(=O)c2cc(-c3cccc(F)c3)cnc2O[C@H]1CN(C)CC1CCOCC1	-3	-5	-1.9	·
